L3MBTL1 inh: inhibitors of human L3MBTL1; AlphaScreen L3MBTL1–H3K9me1 peptide binding; Q9Y468; Potency, µM (highest dose often 57.1 µM), for inactives: top-dose activity, negative = inhibition, actives largely listed as inhibitors; AID 485360; 230,000 compounds, 0.66% hits; active = well fitted inhibition curve with a large enough effect; inconclusive = small, poorly fitted or top-dose-only effect; inactive = no such curve, though single readings can be large or run the other way; note: nearly all actives have a fitted effect of over 60% in size
Target sequence (Q9Y468 whole entry, looked up): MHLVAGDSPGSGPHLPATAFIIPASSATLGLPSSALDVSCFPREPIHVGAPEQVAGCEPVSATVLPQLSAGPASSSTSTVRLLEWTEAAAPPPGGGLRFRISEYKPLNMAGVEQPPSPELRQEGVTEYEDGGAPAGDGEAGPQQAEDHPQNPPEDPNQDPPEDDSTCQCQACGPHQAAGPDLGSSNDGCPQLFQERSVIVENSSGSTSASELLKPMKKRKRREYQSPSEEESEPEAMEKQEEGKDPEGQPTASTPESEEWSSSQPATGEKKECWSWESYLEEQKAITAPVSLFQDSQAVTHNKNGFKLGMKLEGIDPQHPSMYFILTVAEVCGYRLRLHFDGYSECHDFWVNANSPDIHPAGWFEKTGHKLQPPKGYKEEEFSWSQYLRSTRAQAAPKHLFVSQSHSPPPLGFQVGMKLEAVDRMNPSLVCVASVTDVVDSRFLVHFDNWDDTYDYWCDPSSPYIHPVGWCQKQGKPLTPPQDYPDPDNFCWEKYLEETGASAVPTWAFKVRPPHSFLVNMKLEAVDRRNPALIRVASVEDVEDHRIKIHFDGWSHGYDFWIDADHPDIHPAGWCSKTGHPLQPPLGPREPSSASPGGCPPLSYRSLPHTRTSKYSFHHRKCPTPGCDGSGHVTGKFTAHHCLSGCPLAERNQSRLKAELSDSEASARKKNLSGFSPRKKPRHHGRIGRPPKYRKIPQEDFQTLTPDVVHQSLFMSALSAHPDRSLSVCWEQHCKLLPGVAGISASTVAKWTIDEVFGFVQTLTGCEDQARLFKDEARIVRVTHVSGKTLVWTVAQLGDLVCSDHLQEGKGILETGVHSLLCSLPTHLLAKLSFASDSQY
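L3MBTL1 (50 nM) pre-complexed 30 min with biotinylated H3(1-15)K9me1 peptide (75 nM), then compounds added for 30 min at room temperature; AlphaScreen streptavidin donor/nickel chelate acceptor beads (10 ug/mL final) read after 30 min dark incubation.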
* marks the source's active call; other numbers are inactive results; [ ] = dose if it differs, or a comment. % is set by controls: 0 for no effect and ±100 for the full control effect; potency is the fitted concentration of half-maximal effect. Not all compounds are listed, so the mix of outcomes need not match the whole.

`Cc1ccc(C(=O)NCC(c2ccco2)N2CCc3ccccc32)cc1` (stereo not drawn) gave L3MBTL1 inh -6%.
`CCN(C(=O)CSc1nnc(-c2cccs2)n1N)c1c(N)n(Cc2ccccc2)c(=O)[nH]c1=O` gave L3MBTL1 inh -2%.
Screening CCN(CC(=O)Nc1cc(S(=O)(=O)N2CCCCC2)ccc1Cl)Cc1ccccc1 returned L3MBTL1 inh 8%.
`CN1CCCC(OC(=O)c2ccccc2Br)C1` (stereo not drawn) gave L3MBTL1 inh 2%.
Screening C[C@H](CO)N1C[C@H](C)[C@@H](CN(C)Cc2ccc3c(c2)OCO3)Oc2ccc(NS(C)(=O)=O)cc2C1=O returned L3MBTL1 inh -2%.
Screening O=C(COC(=O)/C=C/c1cccc(Cl)c1)NC1CCCC1 returned L3MBTL1 inh 14%.
Screening CCC(=O)c1ccc(OCC(=O)N2CCN(C(=O)c3ccccc3)CC2)cc1 returned L3MBTL1 inh 8%.
COc1ccc(-c2sc3ccc(OC)cc3c2-c2ccc(OC)nc2)cc1 was read as L3MBTL1 inh 1%.
For CN(c1ccccc1)S(=O)(=O)c1cccc(NC(=O)CCNC(=O)c2ccccc2)c1 the results were L3MBTL1 inh 10%.
Screening O=C(COC(=O)Cc1ccc(Br)cc1)NCc1cccs1 returned L3MBTL1 inh -2%.
COc1cccc(COC(=O)C2CCN(S(=O)(=O)c3ccc(Cl)cc3)CC2)c1OC was read as L3MBTL1 inh 17%.
`CCOc1cc(N2CCOCC2)c(OCC)cc1NC(=O)c1c(C)noc1C` gave L3MBTL1 inh -10%.
`CCOC(=O)N1CCN(C(=O)Cc2ccccc2[N+](=O)[O-])CC1` gave L3MBTL1 inh 3%.
Cc1noc(C)c1COc1ccc(C(=O)NCc2cccs2)cc1 was read as L3MBTL1 inh -2%.
`CC(C)Cc1nnc(NC(=O)c2cccc(S(=O)(=O)N3CCOCC3)c2)s1` gave L3MBTL1 inh -1%.
Screening COc1ccccc1CNc1ncccn1 returned L3MBTL1 inh -6%.
CCc1noc(C)c1C(=O)OCC(=O)NC(C)c1ccccc1 (stereo not drawn) was read as L3MBTL1 inh inconclusive.
`Cc1cnc(C(=O)OCC(=O)c2ccc(C)s2)cn1` gave L3MBTL1 inh -1%.
Screening C[C@H]1CCC[C@]2(CC(=O)c3cc(F)ccc3O2)C1 returned L3MBTL1 inh 17%.
`CC(C)(C)C(=O)C1=C(O)C(=O)N(Cc2ccccc2)C1c1ccccc1Cl` (stereo not drawn) gave L3MBTL1 inh 4%[2.29 µM].
For CC1CCCC(C)N1C(=O)COC(=O)C12CC3CC(CC(Cl)(C3)C1)C2 (stereo not drawn) the results were L3MBTL1 inh 7%.
Screening CCOc1ccc(N(CC(=O)NC(C)(C)C)C(=O)CCC(=O)Nc2nccs2)cc1 returned L3MBTL1 inh 5%.
Screening O=C(CSc1nc2[nH]ncc2c(=O)[nH]1)Nc1ccc(Cl)c(Cl)c1 returned L3MBTL1 inh -2%.
`COc1ccc(NC(=O)COCC(=O)Nc2ccc(C)cc2)cc1` gave L3MBTL1 inh 3%.
For CCc1ccccc1NS(=O)(=O)Cc1ccccc1 the results were L3MBTL1 inh 1%.
For CC1CCN(C(=O)COC(=O)/C=C/c2ccc(Br)o2)CC1 the results were L3MBTL1 inh inconclusive.
For Cc1ccc(C)c(S(=O)(=O)N2CCN(C(=O)Cc3c(F)cccc3Cl)CC2)c1 the results were L3MBTL1 inh 1%.
Screening CC(OC(=O)Cn1cnc2c1c(=O)n(C)c(=O)n2C)C(=O)c1ccccc1 (stereo not drawn) returned L3MBTL1 inh -5%.
`CC(=O)c1ccc(C(=O)NC2CCCN(Cc3ccccc3F)C2)cc1` (stereo not drawn) gave L3MBTL1 inh -3%.
Screening O=C(OCC(=O)N1CCCC1)c1cc(=O)c2ccccc2o1 returned L3MBTL1 inh 2%.
COc1ccccc1CNC(=O)COC(=O)c1ccc(Cl)nc1 was read as L3MBTL1 inh -2%.
COc1cc2c(C#CCCO)c(-c3ccsc3)oc(=O)c2cc1OC was read as L3MBTL1 inh 3%.
CN(C(=O)COC(=O)Cn1cnc2c1c(=O)n(C)c(=O)n2C)C1(C#N)CCCCC1 was read as L3MBTL1 inh 7%.
For CC(=O)c1c(C)[nH]c(C(=O)COC(=O)COc2ccccc2)c1C the results were L3MBTL1 inh -3%.
Screening CC(=O)c1ccc(OCCCC(=O)OCC(=O)Nc2c(C)nn(-c3ccccc3)c2C)cc1 returned L3MBTL1 inh 0%.
For COc1ccc(C(=O)c2c3ccccc3[n+]([O-])n2CCCN)cc1 the results were L3MBTL1 inh -13%.
`CCOC(=O)Nc1ccc2c(COC(=O)C(NS(=O)(=O)c3ccc(Cl)cc3)C(C)O)cc(=O)oc2c1` (stereo not drawn) gave L3MBTL1 inh inconclusive.
Screening CCC(=N\NC(=O)COc1ccccc1OC)/C(CC)=N/NC(=O)COc1ccccc1OC returned L3MBTL1 inh 0%.
Screening Cc1nnc(SCC(=O)N(C)CC(=O)Nc2ccccc2Cl)s1 returned L3MBTL1 inh -12%.
For CCc1cc2c(SCC(=O)Nc3ccc(NC(C)=O)cc3)ncnc2s1 the results were L3MBTL1 inh -6%.
`O=C(NCc1ccccc1)c1nncc(-c2ccccc2)n1` gave L3MBTL1 inh 3%.
Screening Cc1cccc(OCCCCCN2CCOCC2)c1 returned L3MBTL1 inh 3%.
CC(Sc1n[nH]c(=O)n1Cc1ccccc1)C(=O)NCC1CCCO1 (stereo not drawn) was read as L3MBTL1 inh 5%.
COc1cc(C)ccc1S(=O)(=O)NC1CC(C)(C)NC(C)(C)C1 was read as L3MBTL1 inh 5%.
Screening O=C(CCCc1ccccc1)Nc1cccc([N+](=O)[O-])c1 returned L3MBTL1 inh 1%.

Compounds shown so far with an aryl thioether with sulfur outside any ring:
`CCN(C(=O)CSc1nnc(-c2cccs2)n1N)c1c(N)n(Cc2ccccc2)c(=O)[nH]c1=O` gave L3MBTL1 inh -2%.
Screening O=C(CSc1nc2[nH]ncc2c(=O)[nH]1)Nc1ccc(Cl)c(Cl)c1 returned L3MBTL1 inh -2%.
Screening Cc1nnc(SCC(=O)N(C)CC(=O)Nc2ccccc2Cl)s1 returned L3MBTL1 inh -12%.
For CCc1cc2c(SCC(=O)Nc3ccc(NC(C)=O)cc3)ncnc2s1 the results were L3MBTL1 inh -6%.
CC(Sc1n[nH]c(=O)n1Cc1ccccc1)C(=O)NCC1CCCO1 (stereo not drawn) was read as L3MBTL1 inh 5%.

Structural class, the compounds so far containing a tert-butyl group.
`CC(C)(C)C(=O)C1=C(O)C(=O)N(Cc2ccccc2)C1c1ccccc1Cl` (stereo not drawn) gave L3MBTL1 inh 4%[2.29 µM].
Screening CCOc1ccc(N(CC(=O)NC(C)(C)C)C(=O)CCC(=O)Nc2nccs2)cc1 returned L3MBTL1 inh 5%.

Following part.
For CCCn1c(N)c(N(CCOC)C(=O)c2cc3ccccc3cc2OC)c(=O)[nH]c1=O the results were L3MBTL1 inh -3%.
`CN(CC(=O)Nc1ccc(Cl)c(Cl)c1)CC(=O)Nc1ccc2c(c1)OCO2` gave L3MBTL1 inh -6%.
For COC(=O)C1CCN(C(=O)COC(=O)c2ccc(N3CCCC3=O)cc2)CC1 the results were L3MBTL1 inh 6%.
For Cc1ccc(C(=O)c2c3ccc([N+](=O)[O-])cc3[n+]([O-])n2CCC(N)=O)cc1 the results were L3MBTL1 inh -5%.
CCOc1ccc(Cc2c(C)[nH]c3ccc(C(=O)O)cc3c2=S)cc1 was read as L3MBTL1 inh -11%.
`CC(=O)Nc1cc[n+](CC(=O)c2cccc([N+](=O)[O-])c2)cc1` gave L3MBTL1 inh 0%.
Screening Cc1ccccc1CNC(=O)COc1ccccc1 returned L3MBTL1 inh 1%.
For CSCCNC(=O)c1ccc(OC2CCN(S(=O)(=O)N(C)C)CC2)cc1 the results were L3MBTL1 inh -7%.
`O=C(NC1CC2CCCC(C1)N2Cc1ccccc1)c1cccc(F)c1` (stereo not drawn) gave L3MBTL1 inh -4%.
CC1CCCN(C(=O)Cn2nnc(-c3ccc(S(C)(=O)=O)cc3)n2)C1 (stereo not drawn) was read as L3MBTL1 inh -5%.
For COc1cccc(NC(=O)CN(C)C(=O)c2ccc(-c3cccc(C(F)(F)F)c3)o2)c1 the results were L3MBTL1 inh -2%.
For CC1(C)CC(NS(=O)(=O)c2ccc(C(C)(C)C)cc2)CC(C)(C)N1 the results were L3MBTL1 inh 5%.
`O=C1CN(S(=O)(=O)c2cccc(Cl)c2Cl)CCN1` gave L3MBTL1 inh -1%.
For COc1ccc(S(=O)(=O)Nc2cc(S(=O)(=O)N3CCOCC3)ccc2OC)cc1 the results were L3MBTL1 inh 3%.
CC(C)n1ncc2c(C(=O)Nc3ccc(S(C)(=O)=O)cc3)cc(C3CC3)nc21 was read as L3MBTL1 inh 2%.
Cc1ccc(OCCC(=O)OCC(=O)Nc2ccc(C)cc2Cl)cc1 was read as L3MBTL1 inh 4%.
CC(=O)NC(CC(=O)Nc1ccc(S(=O)(=O)Nc2nccs2)cc1)c1ccccc1 (stereo not drawn) was read as L3MBTL1 inh 0%.
Screening C/C(O)=c1/c(=O)nc2cccc3c2=c1c1ccccc1c3=O returned L3MBTL1 inh 1%.
O=C(CN1C(=O)NC(Cc2c[nH]c3ccccc23)C1=O)Nc1ccc(Br)cc1F (stereo not drawn) was read as L3MBTL1 inh -2%.
`COc1ccc(CN2CCN(C(=O)c3cccc4ccccc34)CC2)c(OC)c1OC` gave L3MBTL1 inh -4%.
For C[C@@H](CSc1ccc(Br)cc1)CN1CC[C@H](NC(=O)OCc2ccccc2)CCC1=O the results were L3MBTL1 inh -2%.
CS(=O)(=O)c1ccc(-c2nnc(NC(=O)C3=COCCO3)o2)cc1 was read as L3MBTL1 inh 0%.
Screening CC1CCCCC1NC(=O)NC(=O)COC(=O)c1ccc(OC(F)F)cc1 (stereo not drawn) returned L3MBTL1 inh -17%.
`Cc1ccc(NC(=O)COC(=O)c2c(-c3ccccc3)noc2C)cc1` gave L3MBTL1 inh -5%.
Screening Cc1ccc(OCCC(=O)OCC(=O)c2c(N)n(CC(C)C)c(=O)n(C)c2=O)cc1 returned L3MBTL1 inh 9%.
`O=C(COC(=O)CNC(=O)c1ccc(Br)cc1)Nc1nnc(-c2ccccc2)o1` gave L3MBTL1 inh -1%.
C[C@H](NC(=O)c1nc[nH]c1C(=O)N1CCN(C(=O)OC(C)(C)C)CC1)C(=O)OCc1ccccc1 was read as L3MBTL1 inh 0%.
Screening NC(=O)c1cc([N+](=O)[O-])ccc1NCc1ccccn1 returned L3MBTL1 inh -17%.
For CN(CC(=O)NC1(C)CCS(=O)(=O)C1)S(=O)(=O)c1ccc(Cl)cc1 (stereo not drawn) the results were L3MBTL1 inh -1%.
Screening CCOC(=O)C1CCN(CC(O)COc2ccc(S(=O)(=O)N3CCCC3)cc2[N+](=O)[O-])CC1 (stereo not drawn) returned L3MBTL1 inh 5%.
For COc1cccc(CCC(=O)Nc2cccc(S(=O)(=O)N3CCCC3)c2)c1OC the results were L3MBTL1 inh 2%.
For CN(C1CCCCC1)S(=O)(=O)c1cc2c3c(c1)CCN3C(=O)CC2 the results were L3MBTL1 inh 5%.
Screening COc1ccc(C(=O)c2c(-c3ccc(OC)cc3)oc3ccccc23)cc1 returned L3MBTL1 inh 43%[activator].
C/C(=C/c1ccccc1)C(=O)N1CCN(c2ccccc2F)CC1 was read as L3MBTL1 inh 1%.
Screening O=C(CSc1nnc(-c2c[nH]c3ccccc23)o1)NCC1CCCO1 (stereo not drawn) returned L3MBTL1 inh 2%.
For Cc1ccc(C(C)(C)C)cc1S(=O)(=O)N1CCC(C(=O)N2CCN(c3ccc(O)cc3)CC2)CC1 the results were L3MBTL1 inh -37%.
`Cc1ccc(S(=O)(=O)N2CCC(C(=O)OC(C)C(=O)N3CCOCC3)CC2)cc1` (stereo not drawn) gave L3MBTL1 inh -3%.
Screening CC1(C)Cc2ccccc2C(=NC(Cc2ccccc2)C(=O)O)N1 (stereo not drawn) returned L3MBTL1 inh 3%.
Screening Cc1cnc(=O)[nH]c1SCC(=O)Nc1nccs1 returned L3MBTL1 inh -1%.
Screening CCN(CC)CCCN(C(=O)c1ccccc1C)c1nc(-c2ccc(OC)cc2)cs1 returned L3MBTL1 inh 6%[2.29 µM].
Screening CCC(=O)c1ccc(OCC(=O)OCC(=O)N2c3ccccc3CC2C)cc1 (stereo not drawn) returned L3MBTL1 inh 1%.
CC[C@@]1(C(=O)OC)N[C@H](CN(C)C(=O)Nc2ccc(F)cc2)[C@@H]2C(=O)N(C)C(=O)[C@@H]21 was read as L3MBTL1 inh 6%.
Screening O=C(NN1CCOCC1)c1ccc([N+](=O)[O-])cc1 returned L3MBTL1 inh 2%.
CCOC(=O)[C@@H]1[C@H]2COc3ccc(Br)cc3[C@@H]2N2C(=O)N(c3ccc(C(F)(F)F)cc3)C(=O)[C@@]12C was read as L3MBTL1 inh -7%.
Screening COc1cc(OC)cc(C(=O)Nc2nc(CC(=O)NCc3ccccc3OC)cs2)c1 returned L3MBTL1 inh -15%.
Screening COc1ccc(CC(=O)NCC2CCCN(Cc3ccccc3Cl)C2)cc1 (stereo not drawn) returned L3MBTL1 inh 1%.
O=C(N[C@@H](Cc1ccccc1)C(=O)N[C@@H](Cc1ccccc1)C(=O)O)OCc1ccccc1 was read as L3MBTL1 inh 8%.
For CCN(Cc1nc2cc(Cl)ccc2c(=O)[nH]1)C(=O)c1cccc(NC(=O)c2cccs2)c1 the results were L3MBTL1 inh inconclusive.
CN(CC(=O)Nc1cccc(F)c1)C(=O)CCCc1c[nH]c2ccccc12 was read as L3MBTL1 inh -9%.
O=C(COC(=O)Cc1ccc(F)cc1)Nc1ccc(Cl)cn1 was read as L3MBTL1 inh 31%[activator].
Screening O=C(NNC(=O)c1ccccc1F)c1ccc(S(=O)(=O)N2CCCCC2)cc1 returned L3MBTL1 inh 3%.

High-throughput results as filed in PubChem BioAssay.
